Yfh1-off respiration = enhancers of respiration in Yfh1-depleted yeast, dose response, Friedreich's ataxia, plus single-dose screen (AID 1465). S. cerevisiae Yfh1-off respiration, WST-1 reduction, 72 h; higher fold induction means a stronger effect. fold induction at 50 µM, or EC50 in µM where a hit was titrated. actives 0.074% (n = 220,000);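 active = fold induction of absorbance versus untreated yeast above a set limit, then at least 30% activation at any dose in follow-up; inconclusive = repeats straddling the limit, or above it without dose testing; inactive = fold induction below the set limit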;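 also: activators that raise dye reduction in frataxin-depleted yeast; strong numbers were not always called active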
KOR beta-arrestin-1 = KOR antagonists, beta-arrestin recruitment, cell-based, luminescence, uHTS (AID 1778); one-dose inhibition, % at 10 µM; IC50 in µM for titrated hits; Kappa-type opioid receptor (Homo sapiens); actives 0.091% (n = 290,000); KOR beta-arrestin recruitment, luminescence, antagonist mode; higher % means a stronger effect; also: strong numbers were not always called active
KOR beta-arrestin-2 = KOR agonists, beta-arrestin recruitment, primary screen, cell-based, luminescence, uHTS (AID 1777) | activation, % at 10 µM, or EC50 in µM where a hit was titrated | KOR beta-arrestin recruitment, luminescence; higher % means a stronger effect | Kappa-type opioid receptor (Homo sapiens) | actives 0.02% (n = 280,000); in the data active = activation above about 50%, passing the limit was not always enough; also: a part of the inactive calls stands beside numbers as strong as those of hits
HIV fusion peptide = inhibitors of HIV fusion peptide binding, primary screen, biochemical, uHTS, fluorescence dequenching (AID 1986); cell-free peptide binding, fluorescence dequenching, 30 min; higher % means a stronger effect; one-dose inhibition, % at 20 µM; IC50 in µM for titrated hits; actives 0.3% (n = 290,000); in the data active = inhibition mostly above about 52%, no sharp cut-off; inactive = mostly below about 76%; also: some results filed as inactive read as strong as hits
NOD1 NF-kB reporter = NOD1 signaling inhibitors, primary screen, cell-based, luminescence, uHTS (AID 1578) | actives 1% (n = 290,000) | NOD1-driven NF-kB luciferase reporter cells, luminescence; higher % means a stronger effect | inhibition, % at 4 µM; hits with a dose series show EC50 in µM; in the data active = inhibition mostly above about 36%, no sharp cut-off; inactive = mostly below about 34%;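 also: HEK-293T reporter cells stimulated with the NOD1 agonist gamma-tri-DAP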
NOD2 inhibition = NOD2 signaling inhibitors, cell-based, luminescence, uHTS, HEK293 (AID 1566); inhibition, % at 4 µM, or EC50 in µM where a hit was titrated; actives 0.63% (n = 290,000); HEK293 NOD2/NF-kB luciferase reporter, luminescence; higher % means a stronger effect; also: many of its hits are not listed in these tables
AID2073 = inhibitors of Mint1-CaV2.2 protein interaction, biochemical, HTRF (AID 2073); actives 0.19% (n = 290,000); HTRF protein-protein interaction, Mint1-CaV2.2; higher % means a stronger effect; one-dose inhibition, % at 20 µM; IC50 in µM for titrated hits; Voltage-dependent N-type calcium channel subunit alpha-1B (Homo sapiens); in the data active = inhibition mostly above about 51%, no sharp cut-off; inconclusive = no clear call, values can overlap the other calls; inactive = mostly below about 53%; also: some results filed as inactive read as strong as hits
NS5 inhibitors = Dengue-2 NS5 methyltransferase inhibitors, primary screen, biochemical, confirmation dose response (AID 588689). one-dose inhibition, % at 25 µM; IC50 in µM for titrated hits. Dengue-2 NS5 methyltransferase capping enzyme assay, biochemical; higher % means a stronger effect. actives 0.3% (n = 340,000); in the data active = a potency from the dose series; inconclusive = inhibition above about 29% without an active follow-up result
West Nile antiviral = West Nile virus antiviral activity, cell-based, CPE readout (AID 1621) | West Nile virus-infected cells, CPE inhibition; higher % means a stronger effect | actives 0.02% (n = 290,000) | one-dose CPE inhibition, % at 10 µM; IC50 in µM for titrated hits; in the data active = a potency from the dose series; inconclusive = CPE inhibition mostly from about 3.7% at the one dose, without a potency; inactive = the rest, 99 in 100 with CPE inhibition below about 2.2%; also: strong numbers were not always called active
NS5 inhibitors pilot replicate = further read-out of NS5 inhibitors, marked with its call; inhibition, %; measured here: pilot screen replicate inhibition
Active calls of the source: *; i = inactive; u = inconclusive; x = no result given; & = joins results of further samples; [ ] = remark or other dose. Rule as the data show it, unless noted: active = inhibition above about 50%; inactive = the rest.

SMILES	Yfh1-off respiration	KOR beta-arrestin-1	KOR beta-arrestin-2	HIV fusion peptide	NOD1 NF-kB reporter	NOD2 inhibition	AID2073	NS5 inhibitors	West Nile antiviral	others
CS(=O)(=O)c1ccc(NCCc2ccccn2)c([N+](=O)[O-])c1	x	-13%	-3.2%	-0.8%	-25%	13%	9%	-2%	0.0%
COc1ccc(CC(NC(C)=O)C(=O)NC2CCN(C(=O)c3ccccc3F)CC2)cc1 (configuration not stated)	x	10%	-5.0%	-1.4%	-33%	2%	7%	-2%	0.4%
CCOC(=O)c1c(C)n(C)c2ccc(OC)c(NC(=O)CN3CCC4(CC3)OCCO4)c12	i	-18%	4.2%	5.1%	0%	-12%	6%	3%	1.5%
NC1=NC(=O)/C(=C/c2ccc(-c3ccc(S(N)(=O)=O)cc3)o2)S1	x	30%[20 µM]	-6.3%	21%	-24%	2%	33%	9%	-0.1%
CCCCC(CC)C(=O)Nc1ccc(S(=O)(=O)Nc2nccs2)cc1 (configuration not stated)	i	-12%	1.4%	3.0%	-7%	8%	10%	-2%	0.5%
Cc1nc(SC2CC(=O)N(c3ccccc3)C2=O)n[nH]1 (configuration not stated)	i	-18%[20 µM]	-3.6%	-1.1%	-6%	10%	33%	9%	-0.3%
CCOC(=O)N1CCC(Nc2c(NCCN3CCN(c4ccccc4F)CC3)c(=O)c2=O)CC1	i	19%	-6.9%	2.1%	10%	7%	-2%	9%&-3%	0.1%
CCOC(=O)C(CC(C)C)CP(=O)(O)CNC(=O)OCc1ccccc1 (configuration not stated)	i	1%	12%	1.8%	0%	13%	-4%	1%	1.4%
O=C(/C=C/c1cccs1)Nc1ccc(N2CCOCC2)c(S(=O)(=O)Nc2ccccc2Cl)c1	i	-7%	-3.4%	2.2%	25%	20%	26%	3%	-1.2%
CSc1nnc(-c2cc(-c3ccc(C)cc3)nc3ccccc23)o1	i	-42%	2.1%	-0.4%	-9%	12%	-21%	-1%	-0.2%
CCCCN(CCCC)CC(O)COc1ccccc1Br (configuration not stated)	i	10%	-2.7%	-0.4%	12%	6%	-2%	0%	1.7%
COC(=O)[C@@H](NC(=O)NCc1ccco1)C(C)C	i	27%	-3.7%	0.8%	-7%	10%	32%	2%	0.0%
Cc1cccc(N(C(=O)c2snc(C(N)=O)c2N)C(C(=O)NCc2ccccc2)c2ccncc2)c1 (configuration not stated)	x	10%	-1.4%	3.7%	-26%	-3%	12%	-9%	0.6%
CCCCN(C)Cc1c(C)[nH]c2ccc(OCC)cc2c1=O	i	-51%	-3.6%	2.9%	-13%	10%	-2%	1%	-0.1%
Cc1ccc(N2C(=O)NC3(CCCCC3)C2=O)cc1	x	3%	2.5%	-4.0%	-20%	7%	-2%	-1%	x
O=C(NNc1ccccc1)C(=O)NNS(=O)(=O)c1ccc([N+](=O)[O-])cc1	i	-11%	-6.9%	9.5%	-17%	-99%	-4%	-5%	0.5%
CCCC1C2C(=O)N(c3ccc(OC)cc3)C(=O)C2ON1c1ccccc1 (configuration not stated)	i	-13%	3.5%	1.4%	-16%	-13%	0%	-7%	0.6%
O=C(Nc1ccccc1)c1cc(Cl)nc2ccccc12	i	-10%	0.9%	-0.9%	-4%	10%	18%	-11%	-0.8%
CCOc1ccc(C2CC(c3ccc(CC)cc3)n3nc(N)nc3N2)cc1 (configuration not stated)	i	-28%	-3.9%	-2.6%	-7%	-31%	-5%	1%	0.1%
O=S(=O)(c1ccc(F)cc1)N1CCc2ccccc21	x	14%	-1.5%	-1.3%	5%	2%	8%	-12%	-0.2%
CCOc1ccc(C(=O)NCC(=O)OCC(=O)NC2CCCC2)cc1	i	10%	-1.9%	-0.6%	-37%	11%	3%	-7%	-0.1%
O=C(COc1ccc([N+](=O)[O-])cc1)NCc1ccccc1	i	-9%	6.0%	-0.5%	9%	6%	6%	-6%	-0.1%
N#CC1=C(S)N=C(N)C(c2nc(-c3ccccc3)cs2)C12CCCCC2 (configuration not stated)	x	8%	5.3%	5.3%	18%	2%	-11%	-11%	x
O=C(O)CCCc1nc(-c2ccc(Cl)cc2)no1	i	-24%	-3.6%	0.3%	13%	21%	-5%	1%	-0.3%	NS5 inhibitors pilot replicate=-7.6
CCOC(=O)CC(=O)CSc1ccc2nnc(-c3ccc(F)cc3)n2n1	i	0%	-1.5%	-1.6%	-9%	3%	10%	1%	1.9%
CCCCOC(=O)c1sc2nc(C)cc(C)c2c1N	i	-15%	-1.4%	0.2%	-8%	-58%	u	x	1.1%
Cn1cc(Cl)c(-c2n[nH]c(=S)n2C2CCCCC2)n1	i	35%	-2.7%	0.8%	-24%	6%	-4%	-9%	0.6%
CC1CN(CC(O)COC2CCC(C(C)(C)C)CC2)CC(C)O1 (configuration not stated)	i	-6%	-1.6%	-0.4%	-7%	4%	-1%	2%	-1.2%
COC(=O)c1sccc1NC(=O)c1ccc(OC)c(OC)c1	i	-11%	1.2%	1.7%	2%	-12%	7%	6%	-0.1%
Cc1ccc(/C=N\NC(=O)c2cncc(Br)c2)o1	i	2%	-0.1%	11%	-51%	0%	2%	0%	0.5%
CN(C)S(=O)(=O)c1ccc(NC(=O)c2cc3ccccc3o2)cc1	i	-29%	x	2.8%	-50%	-27%	2%	-1%	-0.5%
Cc1ccc(C(=O)O)cc1-c1ccc(/C=C2\SC(=O)N(CC(=O)Nc3ccccc3)C2=O)o1	i	-30%[20 µM]	-8.1%	60%*	-34%	26%	24%	u	0.4%
CCOC(=O)NN1C(=O)c2ccccc2NC1c1ccc(OC)cc1 (configuration not stated)	i	-6%	-1.0%	3.7%	-18%	2%	13%	-5%	1.1%
Cc1ccc(Cn2c(SCC(=O)NCC3CCCO3)nc3c2c(=O)n(C)c(=O)n3C)cc1 (configuration not stated)	i	-12%[20 µM]	x	-0.6%	-5%	22%	-8%	1%	-1.1%
COc1ccccc1-c1ocnc1C(=O)Nc1ccc(N2CCOCC2)cc1N1CCOCC1	x	-34%	1.0%	-0.2%	26%	-19%	1%	4%	0.9%
CCC(C)[C@H](NC(=O)Nc1ccc(C)cc1C)C(=O)O (some centres not stated)	i	-15%	4.2%	0.7%	-13%	-9%	-1%	-4%	-0.5%
CC(C)Cc1ccc(C(=O)NCCOc2ccccc2)o1	x	-18%	-1.6%	1.7%	-15%	-183%	2%	-13%	-0.2%
CCOc1cc(/C=N/Nc2nc(Nc3ccccc3)nc(N3CCCCC3)n2)ccc1OCC(=O)O	i	-10%	-3.8%	38%	-48%	3%	26%	-8%	-0.5%
CCOCC(=O)Nc1c(C)n(C)n(-c2ccccc2)c1=O	i	10%[20 µM]	-1.4%	1.8%	-27%	10%	29%	x	-0.4%
CCc1cccc(NC(=O)C2CCCN2S(=O)(=O)c2cccc3cccnc23)c1 (configuration not stated)	x	-38%	7.1%	0.4%	22%	10%	6%	4%	-0.2%
COc1ccc(-c2cc(C(=O)O)c3sc(N4CCCCC4)nc3n2)cc1OC	i	9%	10%	12%	-11%	17%	37%	0%	-0.6%
CC1CN(S(=O)(=O)c2cccc(C(F)(F)F)c2)CC(C)O1 (configuration not stated)	i	-19%	1.6%	0.6%	2%	-1%	12%	x	-0.6%
CCC12CN3CCN(CC(C3)/C1=N\NC(=O)c1ccc(Cl)cc1)C2	i	-22%	0.1%	0.2%	-21%	-1%	-14%	-5%	-0.3%
O=C1NCCc2c1[nH]c1c(Cl)ccc(Cl)c21	i	-10%	11%	1.2%	79%*	30%	4%	-6%	0.3%
Cc1cc(NS(=O)(=O)c2ccc(NC(=O)CSc3nnc(-c4ccco4)n3N)cc2)nc(C)n1	i	12%	-4.3%	-1.0%	-6%	8%	-5%	0%	-0.1%
CCOC(=O)C1(C(F)(F)F)N=C(N(C)C)OC(N(C)C)=N1	i	12%	-0.9%	-1.1%	1%	20%	2%	-6%	0.4%
FC(F)(F)c1cc(-c2ccco2)nc2ncnn12	i	-8%	-1.9%	7.0%	-8%	12%	13%	6%	0.3%
O=[N+]([O-])c1ccc(CSc2nnc(SCc3ccccc3)s2)cc1	i	29%	2.1%	-0.3%	-18%	-36%	-4%	0%	0.5%

Taken from the results shown (5 entries):
SMILES	Yfh1-off respiration	KOR beta-arrestin-1	KOR beta-arrestin-2	HIV fusion peptide	NOD1 NF-kB reporter	NOD2 inhibition	AID2073	NS5 inhibitors	West Nile antiviral	others
CCOc1cc(/C=N/Nc2nc(Nc3ccccc3)nc(N3CCCCC3)n2)ccc1OCC(=O)O	i	-10%	-3.8%	38%	-48%	3%	26%	-8%	-0.5%
CCOCC(=O)Nc1c(C)n(C)n(-c2ccccc2)c1=O	i	10%[20 µM]	-1.4%	1.8%	-27%	10%	29%	x	-0.4%
CCc1cccc(NC(=O)C2CCCN2S(=O)(=O)c2cccc3cccnc23)c1 (configuration not stated)	x	-38%	7.1%	0.4%	22%	10%	6%	4%	-0.2%
COc1ccc(-c2cc(C(=O)O)c3sc(N4CCCCC4)nc3n2)cc1OC	i	9%	10%	12%	-11%	17%	37%	0%	-0.6%
CC1CN(S(=O)(=O)c2cccc(C(F)(F)F)c2)CC(C)O1 (configuration not stated)	i	-19%	1.6%	0.6%	2%	-1%	12%	x	-0.6%

Additional records:
SMILES	Yfh1-off respiration	KOR beta-arrestin-1	KOR beta-arrestin-2	HIV fusion peptide	NOD1 NF-kB reporter	NOD2 inhibition	AID2073	NS5 inhibitors	West Nile antiviral	others
N=C1C(c2nc3ccccc3c(=O)[nH]2)=C(O)CN1c1ccccc1	i	-28%	-1.8%	0.6%	-10%	-12%	20%	x	0.3%
CC(NC(=S)Nc1ccc([N+](=O)[O-])cc1)c1ccncc1 (configuration not stated)	i	29%[20 µM]	-7.3%	-1.6%	-5%	19%	-4%	-1%	0.1%
O=S(=O)(Cc1ccc(Cl)cc1)CC(O)COCc1ccccc1 (configuration not stated)	i	19%	-2.8%	-1.6%	-19%	6%	2%	-2%	-0.4%
COc1ccc(CNC(=O)CN(C(=O)CCC(=O)Nc2ccccn2)c2cccc(C)c2C)cc1	x	-22%	-0.8%	1.7%	-5%	7%	14%	-7%	-0.3%
COc1cnc(NS(=O)(=O)c2ccc(N)cc2)nc1	i	-51%	1.5%	-0.3%	-34%	3%	4%	2%	0.6%
CCOC(=O)C1CCN(c2nc3ccccc3nc2C(C#N)C(=O)NCCc2ccccc2)CC1 (configuration not stated)	x	38%	1.7%	5.1%	22%	4%	20%	x	x
O=C(COC(=O)c1cnc(Cl)c(Cl)c1)NCCC1=CCCCC1	i	23%	-6.5%	0.0%	-40%	14%	0%	-3%	-0.5%
CCOC(=O)Cc1csc(NC(=O)CSc2nnc(-c3ccc(F)cc3)o2)n1	i	14%	5.5%	0.7%	-8%	1%	11%	-5%	-0.1%
COc1ccccc1C(=O)Nc1ccc(S(=O)(=O)N2CCCCC2)cc1	x	7%	1.4%	1.4%	-15%	-2%	9%	2%	-0.4%
Cc1ccc(C(C)C)c(OCC(=O)NNC2=CC(=O)CC(C)(C)C2)c1	i	11%	3.7%	1.9%	-8%	-5%	-3%	-5%	-0.6%

These rows are one share of the data; rates above refer to the full screens.
